RBBP9 inhibitor – blocks human serine hydrolase RBBP9; inhibition, % at 7.94 µM; 220,000 compounds, 0.2% hits; O75884; recombinant RBBP9, FP-Rh probe fluorescence polarization; AID 1515;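 active = inhibition above the campaign mean of all tested compounds plus 3 SD, cut at about 14% in these data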;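 also: plate controls were DMSO wells with RBBP9 for no effect and wells lacking RBBP9 protein for full effect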
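Assay system: recombinant human RBBP9; Reagent: Serine-hydrolase probe FP-Rh, 375 nM pre-mixing; Doses: 7.94 µM single dose, 0.794% DMSO; Incubation: 30 min then 45 min, 25 °C; Detection: fluorescence polarization (mP), excitation 525 nm, emission 598 nm; Evaluation: percent inhibition from mP, scaled between DMSO and no-protein wells.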
L929 necroptosis – blocks zVAD induced death of L929 cells. viability rescue, % at 10 µM. 220,000 compounds, 0.38% hits. AID 1377. L929 zVAD necroptosis rescue, ATP luminescence, 24 h; with zVAD 60 µM;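 active = activation, scaled between plate controls, above about 75%, limit read from the data; inactive = activation under that limit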;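 also: 0% = zVAD with DMSO and 100% = DMSO alone without zVAD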
PGE2 EP2 inh – EP2 receptor (human) inhibition | inhibition, % at 25 µM | P43116 | C6 glioma cells expressing human EP2, cAMP TR-FRET; cells stimulated with saturating PGE2 | 260,000 compounds, 0.52% hits | AID 1422;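 active = percent inhibition above 40 after rounding to a whole number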;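 also: rat C6 glioma host cells with rolipram phosphodiesterase inhibitor present; the protocol text gives 20 µM as final concentration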
Runt-CBFb FRET – Runt domain-CBFb interaction inhibition | Q01196+Q13951 | 220,000 compounds, 0.46% hits | Cerulean-Runt/Venus-CBFb FRET ratio 530/480, 1 h | inhibition, % at 20 µM | AID 1496;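 active = inhibition over about 50% at 20 µM in the single-dose screen, limit read from the data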;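 also: 0% = DMSO wells and 100% = excess unlabeled CBFb competitor control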
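Reagent – Venus-CBFb binding partner, 100 nM · Assay system – Cerulean-tagged RUNX1 Runt domain (FRET donor) fusion protein · Input – 100 nM per protein · Incubation – two 1 h room-temperature incubations shielded from light · Measured by – FRET fluorescence · Medium – Tris buffer pH 7.5 with salts and BSA · Benchmarks – unlabeled CBFb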
PERK inhibitor – blocks human PERK kinase; Q9NZJ5; CHO PERK-DD fusion, SEAP luminescence translation reporter; inhibition, % at 5.6 µM; 220,000 compounds, 0.17% hits; AID 1416;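 active = inhibition above the mean inhibition of all tested compounds plus 3 SD, set separately per screening campaign, cut at about 2.9% in these data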;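 also: PERK kinase domain activated by AP20187 dimerizer at 100 nM; 0% = DMSO with dimerizer and 100% = rapamycin at 8.4 µM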
Target sequence (Q9NZJ5 whole entry, looked up, the tested form may be a part): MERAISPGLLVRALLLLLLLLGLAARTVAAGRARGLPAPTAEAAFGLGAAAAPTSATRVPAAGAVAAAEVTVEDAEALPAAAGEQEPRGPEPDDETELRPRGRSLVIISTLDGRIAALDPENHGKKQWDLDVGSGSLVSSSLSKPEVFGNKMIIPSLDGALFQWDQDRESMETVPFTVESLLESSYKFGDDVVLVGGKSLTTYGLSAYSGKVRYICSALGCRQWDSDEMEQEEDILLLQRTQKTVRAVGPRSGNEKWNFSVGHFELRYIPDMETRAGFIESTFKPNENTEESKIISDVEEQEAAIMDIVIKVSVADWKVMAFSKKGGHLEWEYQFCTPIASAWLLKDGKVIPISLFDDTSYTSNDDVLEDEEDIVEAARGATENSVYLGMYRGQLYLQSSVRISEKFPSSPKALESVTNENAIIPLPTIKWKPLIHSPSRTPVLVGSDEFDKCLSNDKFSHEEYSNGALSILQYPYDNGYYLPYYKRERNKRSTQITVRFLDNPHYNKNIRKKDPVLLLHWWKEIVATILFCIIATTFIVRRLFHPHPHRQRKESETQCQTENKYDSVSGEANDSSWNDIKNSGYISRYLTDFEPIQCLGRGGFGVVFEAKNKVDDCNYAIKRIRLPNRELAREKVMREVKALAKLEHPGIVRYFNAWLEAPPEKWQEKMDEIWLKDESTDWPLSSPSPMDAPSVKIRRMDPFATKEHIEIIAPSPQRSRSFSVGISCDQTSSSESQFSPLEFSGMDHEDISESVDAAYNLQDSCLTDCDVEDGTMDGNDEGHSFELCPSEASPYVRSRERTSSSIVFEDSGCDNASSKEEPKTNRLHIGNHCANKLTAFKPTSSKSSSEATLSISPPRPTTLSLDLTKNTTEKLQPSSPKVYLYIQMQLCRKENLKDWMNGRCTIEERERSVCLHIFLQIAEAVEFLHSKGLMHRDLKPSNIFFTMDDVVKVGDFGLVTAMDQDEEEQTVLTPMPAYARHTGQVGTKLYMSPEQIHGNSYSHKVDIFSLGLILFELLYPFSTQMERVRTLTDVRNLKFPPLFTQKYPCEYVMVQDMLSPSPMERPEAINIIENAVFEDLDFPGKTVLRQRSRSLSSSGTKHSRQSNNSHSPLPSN
EP2 mod – EP2 receptor (human) modulation; P43116; EP2-expressing cells, cAMP HTRF FRET, PGE2 co-stimulation; induction, % at 25 µM; 260,000 compounds, 0.83% hits;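 active = compounds whose cAMP rise, as percent of the full-agonist control response, exceeds 60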;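 also: rat C6 glioma line stably carrying human EP2 under a CMV promoter; the protocol text gives 20 µM as final concentration; 100% = response of wells given 1 µM PGE2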
Runt-SMMHC FRET – Runt domain-CBFb-SMMHC interaction inhibition | Cerulean-Runt/Venus-CBFb-SMMHC FRET ratio 530/480, 1 h | Q01196+Q13951 | AID 1434 | inhibition, % at 20 µM | 220,000 compounds, 0.74% hits;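 active = mean inhibition across duplicate retests at 20 µM reaching about 50%, limit read from the data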;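 also: 0% = DMSO wells and 100% = wells with excess untagged CBFb-SMMHC; inhibitors lower the FRET ratio by blocking Runt binding to CBFb-SMMHC; some results filed as inactive read as strong as hits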
Hck Nef HTS – human Hck-Nef kinase inhibition; P08631; Recombinant Hck-YEEI plus Nef, Z-Lyte FRET kinase assay; inhibition, % at 20 µM; 220,000 compounds, 0.68% hits;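 active = Hck-Nef kinase inhibition above about 50%, limit read from the data; inactive = inhibition below that limit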;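 also: 0% = DMSO with Hck plus Nef and 100% = Hck alone without Nef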
TNF necrop inh – TNF-alpha cell death inhibition in Jurkat FADD-/- cells | 220,000 compounds, 0.068% hits | activation (protection from cell death), % at 10 µM | Jurkat FADD-/- TNF necroptosis rescue, ATP luminescence, 24 h; 0 = TNF only, 100 = no-TNF cells;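 active = activation, meaning protection from cell death, of at least 50% relative to plate controls; inactive = activation below 50%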;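 also: necroptosis triggered by 40 ng/mL TNF-alpha added together with compound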
* = called active by the depositor; x = not tested or not shown; & = joins results of further samples. Not all compounds are listed; rates above refer to the full screens.

SMILES	RBBP9 inhibitor	L929 necroptosis	PGE2 EP2 inh	Runt-CBFb FRET	PERK inhibitor	EP2 mod	Runt-SMMHC FRET	Hck Nef HTS	TNF necrop inh
C(=C\c1cc(/C=C/c2ccccc2)ncn1)/c1ccccc1	-1	0.1	9	-4	0.8	-21	-10	1	-0.5
COc1ccc2nc(NC(=O)Cc3cccs3)sc2c1	-4	9.3	1	5	-1.7	-3	-2	0	5.3
CCc1ccccc1NC(=O)CN(C)C(=O)CSc1nnc(Nc2cccc(C)c2)s1	-8	3.4	6	-7	0.3	-50	-1	5	2.4
Cc1ccc(OCCCC(=O)Nc2ccc(S(=O)(=O)Nc3ccccn3)cc2)cc1	-4	1.5	12&9	-6	0.1	-14&20	-2	10	1.5
CCCC(=O)NC(=S)Nc1ccc(CN2CCOCC2)cc1	3	-0.2	5	2	0.2	-13	2	-1	1.7
O=C(N/N=C/c1ccc(N2CCOCC2)o1)c1cccc(C(F)(F)F)c1	-12	1.0	15	17	0.5	-27	21	1	-1.4
CCc1ccc(Nc2cc(C(=O)NCCCN3CCOCC3)c3ccccc3n2)cc1	-8	7.7	x	-2	-1.1	-53	1	4	-3.6
c1ccc2c(Cn3ccnc3)c[nH]c2c1	-1	0.2	8	-2	0.6	23	-1	0	0.0
Cc1ccnc(NC(=O)CCC(=O)N(CC(=O)NC(C)(C)C)c2ccc(F)c(Cl)c2)c1	1	12	11	-5	-0.4	19	1	16	1.0
CCOC(=O)c1cnc(SCC(=O)Nc2ccc3c(c2)OCCO3)nc1N	-9	0.2	2&14	2	-1.2	0&-32	-2	0	-3.1
CC(OC(=O)C1CC=CCC1C(N)=O)C(Cl)=C(Cl)Cl (stereo unspecified)	-5	0.0	2	-2	0.6	-3	-2	-1	-0.4
Cc1ccccc1OCC(O)Cn1c(N2CCN(c3ccccc3)CC2)nc2c1c(=O)[nH]c(=O)n2C (stereo unspecified)	2	x	4	-2	-0.2	22	-1	-13	1.8
O=S(=O)(N/N=C/c1ccc(F)cc1)c1ccccc1	2	-0.5	3	0	-0.1	17	3	5	1.2
CCOC(=O)/C=C1\SCC(=O)N1CC(=O)N1CCOCC1	2	2.4	4	-3	0.0	0	2	23	0.9
S=c1[nH]nc(-c2cccc3ccccc23)n1-c1cccnc1	2	0.5	4	17	0.8	-1	2	2	1.9
Cc1cc(=O)[nH]c(SCC(=O)NC(C)C2CC3CCC2C3)c1C#N (stereo unspecified)	1	2.6	7	1	0.7	-23	3	3	0.0
O=C(CSc1nnnn1Cc1ccccc1)c1ccc(F)cc1	-9	-1.1	3	-2	-0.4	-45	-3	21	3.5
COc1cccc(/C=C2\N=C(c3c(-c4ccccc4)noc3C)OC2=O)c1OC	-4	0.1	15	1	0.2	8	-4	0	-0.1
Cc1ccc(NN=C2c3ccccc3-c3ccccc32)cc1	4	1.6	3	3	0.9	23	-3	1	0.7
Cc1c(C#N)c2ncn(CCCN(C)C)c(=O)c2n1-c1ccccc1	-5	0.5	12	-2	-0.6	-10	2	0	-0.3
O=C(CSc1nc(-c2cccs2)cc(C(F)(F)F)n1)NCCCN1CCOCC1	6	1.2	13&8	4	0.0	-19&6	-3	17	1.7
Cn1c(=O)c2c(nc(CN3CCN(C(=O)c4ccco4)CC3)n2Cc2ccccc2F)n(C)c1=O	2	0.0	12	3	-0.5	-4	3	0	0.2
COc1ccc(S(=O)(=O)c2ccc(O)cc2)cc1	6	-0.4	8	3	0.9	19	-5	2	2.1
CC#CC[N+](C)(CC#CC)CC(=O)c1ccccc1	-2	0.9	13	0	0.2	29	0	21	-0.6
O=C(Cn1cnc2ccccc21)N/N=C/c1cccc([N+](=O)[O-])c1	-4	-0.3	5	1	0.7	-65	0	15	-0.1

The final three entries of the part before come first, to join the parts.
SMILES	RBBP9 inhibitor	L929 necroptosis	PGE2 EP2 inh	Runt-CBFb FRET	PERK inhibitor	EP2 mod	Runt-SMMHC FRET	Hck Nef HTS	TNF necrop inh
COc1ccc(S(=O)(=O)c2ccc(O)cc2)cc1	6	-0.4	8	3	0.9	19	-5	2	2.1
CC#CC[N+](C)(CC#CC)CC(=O)c1ccccc1	-2	0.9	13	0	0.2	29	0	21	-0.6
O=C(Cn1cnc2ccccc21)N/N=C/c1cccc([N+](=O)[O-])c1	-4	-0.3	5	1	0.7	-65	0	15	-0.1
Cc1cc(CC(C)C)n(-c2nc3ccccc3c(=O)n2OCC(N)=O)n1	-7	1.1	14	-2	-1.1	7	-2	0	0.4
CC(=O)Nc1cccc(NC(=O)Nc2ccc(C)c(Cl)c2)c1	-16	2.2	7	0	0.6	-60	-1	-27	3.3
COc1ccccc1Cn1c(CCCO)nc2ccccc21	-4	0.6	10	0	-0.5	-2	-7	2	-2.2
CC1CCCN(C(=O)COC(=O)c2ccc[nH]c2=O)C1 (stereo unspecified)	-9	0.7	7	1	0.4	20	1	6	0.9
COc1cccc(C(=O)NNC2=CC(=O)CC(C)(C)C2)c1	-6	0.1	8	-2	0.6	-14	-1	0	-2.9
COc1ccc(C(=O)NNC(=O)Cc2ccc([N+](=O)[O-])cc2)cc1	-6	0.6	6	2	0.8	14	4	0	0.6
COc1ccc(S(=O)(=O)NCC2CCCN(C(=O)CC3CCCC3)C2)cc1 (stereo unspecified)	-4	-2.6	4	-2	-0.1	-14	-3	15	1.3
CCN1CCN(CC(O)COc2ccc3c(c2)CCC3)CC1 (stereo unspecified)	-2	0.0	4	-7	0.9	6	0	-2	2.1
COC(=O)c1cccc(C23CC4(C2)[C@H](CN(Cc2cccnc2)[C@@H]4c2ccccc2)C3c2ccc(C(F)(F)F)cc2)c1 (stereo partly specified)	x	1.1	10	1	x	13	-3	19	-0.1
COC(=O)c1cc(Br)c(=O)n(CCc2ccccc2)c1	-1	-0.3	10	0	0.1	35	1	0	-0.9
Cn1c(-c2ccc(C=O)s2)nc2c3ccccc3c3ccccc3c21	-8	0.6	15	-91	-0.1	59	-135	2	-2.7
O=C1c2ccccc2C(=O)N1CCSC(=S)N1CCOCC1	-2	-0.1	7	-1	1.2	-11	2	-1	-3.3
COc1cccc(C(=O)N(c2ccc(OC)cc2OC)C2C=CS(=O)(=O)C2)c1 (stereo unspecified)	0	-0.1	20	-2	-0.5	-7	0	2	0.3
O=C(COC(=O)Cc1ccsc1)Nc1ccc(S(=O)(=O)N2CCOCC2)cc1	-3	0.3	10	0	1.1	13	2	0	2.3
COc1ccccc1C1C(C(N)=O)=C(C)Nc2nc(-c3ccc(Cl)cc3)nn21 (stereo unspecified)	-4	0.5	10	2	0.5	25	2	3	-0.2
Cc1nn(CCO)c2nc(-c3cccs3)cc(C(F)(F)F)c12	-5	2.2	12	-4	-0.6	21	-3	2	0.5
CC/C=C/C(=O)N1CC2(CC(c3cccc(NC(=O)CCCCC)c3)=NO2)C[C@H]1C(N)=O (stereo partly specified)	x	1.2	19	-2	x	0	-1	5	2.4
Cc1ccccc1-c1nc(CS(=O)(=O)CC(=O)NCCCN2CCCC2=O)c(C)o1	-4	1.7	10	2	0.4	-2	-4	1	-0.2
Cc1ccccc1Cc1c(C)nc2c(C(=O)N3CCN(Cc4ccc5c(c4)OCO5)CC3)cnn2c1C	-9	-0.3	6	x	-0.2	x	x	7	-1.7
CC1=NN(c2ccc(Cl)cc2)C(=O)/C1=C\c1cccn1-c1ccc(S(N)(=O)=O)cc1	-6	0.8	28	-4	0.6	-13	-5	-17	0.4
CC(C)NC(=O)CN(Cc1ccccc1)S(=O)(=O)c1ccccc1	-6	0.9	4	2	0.0	9	-1	0	1.2
Cn1nnnc1SCC(=O)N1CCN(S(=O)(=O)c2ccc(Cl)cc2)CC1	-8	0.2	4	0	2.0	19	0	-3	0.8
CC(CN1CCOCC1)C(=O)c1ccccc1 (stereo unspecified)	-8	0.1	12	2	-0.6	16	-1	1	1.2
COc1cc(S(=O)(=O)NCC2OCCc3ccccc32)ccc1-n1cnnn1 (stereo unspecified)	0	0.1	9	3	-0.7	-13	-3	-1	-0.8
O=C(NC1CCCCC1)C(c1cccs1)N(C(=O)C(F)(F)F)c1ccccc1 (stereo unspecified)	0	0.1	8	-1	0.7	22	4	1	-2.7

Pulled by compound from above, four records:
SMILES	RBBP9 inhibitor	L929 necroptosis	PGE2 EP2 inh	Runt-CBFb FRET	PERK inhibitor	EP2 mod	Runt-SMMHC FRET	Hck Nef HTS	TNF necrop inh
Cc1cc(CC(C)C)n(-c2nc3ccccc3c(=O)n2OCC(N)=O)n1	-7	1.1	14	-2	-1.1	7	-2	0	0.4
CC(CN1CCOCC1)C(=O)c1ccccc1 (stereo unspecified)	-8	0.1	12	2	-0.6	16	-1	1	1.2
CCN1CCN(CC(O)COc2ccc3c(c2)CCC3)CC1 (stereo unspecified)	-2	0.0	4	-7	0.9	6	0	-2	2.1
CC(C)NC(=O)CN(Cc1ccccc1)S(=O)(=O)c1ccccc1	-6	0.9	4	2	0.0	9	-1	0	1.2

Other records.
SMILES	RBBP9 inhibitor	L929 necroptosis	PGE2 EP2 inh	Runt-CBFb FRET	PERK inhibitor	EP2 mod	Runt-SMMHC FRET	Hck Nef HTS	TNF necrop inh
Cc1cccc(CC2SC(N3CCN(c4ccccc4)CC3)=NC2=O)c1 (stereo unspecified)	-10	0.7	8	-1	-0.3	-14	4	1	1.8
Cc1nn(C)c(C)c1/C=C(\C#N)C(N)=O	-7	-0.1	8	-2	-0.2	3	7	4	2.4
CN(CC(=O)N1CCCCCC1)S(=O)(=O)c1cccc2cccnc12	-3	0.8	27	-1	0.2	3	1	1	0.5
CC(=Nc1ccc2c(c1)nc(CO)n2C)C1=C(O)CC(C)(C)CC1=O	-1	0.0	x	2	0.1	3	-1	-1	-2.6
Cc1cccn2c(=O)c(C=O)c(N3CCN(c4ccccc4)CC3)nc12	-14	0.2	10	1	-0.7	-3	-17	-14	-2.1
Cc1ccccc1NC(=S)N(CCCN1CCOCC1)Cc1cccs1	-4	-0.9	10	0	-1.0	12	1	1	1.1
COc1ccc(-c2c(C)nn3c(N4CCC(C(=O)NCCN(C)C)CC4)cc(C)nc23)cc1OC	-2	3.1	9	0	-0.1	-65	3	-2	1.3
Cc1cc2n(n1)C(c1c[nH]c3ccccc13)Nc1ccccc1-2 (stereo unspecified)	5	-0.3	13	-1	0.4	24	2	0	1.5
